POLB inh = qHTS Assay for Inhibitors of DNA Polymerase Beta | P06746 | Pol beta primer extension/strand displacement, fluorescence kinetic | Potency, µM (top dose mostly 114 µM), for inactives: at the highest dose activity change, negative = inhibition, hits mostly inhibitors | hit rate 1.3% among 340,000; further: potency means the concentration at half of the fitted maximal effect; on the % scale 0 is the no-effect control and ±100 the full control effect
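Preincubation: enzyme (10 nM) with compound, 15 min, RT. Reaction: substrate added to 50 nM final. Reads: 0 and 10 min. Analysis: normalized, Hill fit.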
RXFP1 antag = qHTS Assay for Antagonists of the Relaxin Receptor RXFP1; HEK293-RXFP1, relaxin-stimulated cAMP HTRF, 30 min; hits give low values; activity change, negative = inhibition, % at 57.5 µM; hit rate 0.59% among 350,000;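 active means activity change of -60% or lower, but not beyond a set lower limit; inconclusive means change between -60% and -40%, or beyond the set limit; inactive means change above -40%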; further: on the % scale 0 is the no-effect control and ±100 the full control effect
Apoferritin bind = qHTS Assay for Identification of Novel General Anesthetics | apoferritin/1-aminoanthracene competitive binding, fluorescence | Potency, µM (titrated, usually from 77.5 µM), without a hit: top-dose activity change, negative = displacement, usual class: inhibitors | hit rate 0.074% among 350,000 | AID 485281, 2010; further: potency means the concentration at half of the fitted maximal effect; on the % scale 0 is the no-effect control and ±100 the full control effect; nearly all actives have a fitted effect of over 20% in size
Target sequence (P02791 2-175 limits assumed): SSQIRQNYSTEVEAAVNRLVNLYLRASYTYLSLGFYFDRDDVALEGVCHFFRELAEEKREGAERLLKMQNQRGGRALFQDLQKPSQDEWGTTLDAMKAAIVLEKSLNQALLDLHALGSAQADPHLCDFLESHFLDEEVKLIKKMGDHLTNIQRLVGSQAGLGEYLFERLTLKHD
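Probe: 1-aminoanthracene (50% saturated, PBS). Protein: horse-spleen apoferritin, 10 uM. Incubation: 10 min, room temperature. Detection: 380 nm excitation, 535 nm emission. Analysis: normalized response, four-parameter Hill.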
Tb PGK inh = qHTS Assay to Find Inhibitors of Phosphoglycerate Kinase. PGK/GAPDH coupled, Kinase-Glo luminescence, 60 min. AID 602233, 2012. Phosphoglycerate kinase, glycosomal (Trypanosoma brucei brucei), P07378. Potency, µM (top dose mostly 57.5 µM), for inactives: top-dose activity change, negative = inhibition, hits mostly inhibitors. hit rate 0.043% among 380,000; further: potency means the concentration at half of the fitted maximal effect; on the % scale 0 is the no-effect control and ±100 the full control effect; nearly all actives have a fitted effect of over 60% in size
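Recombinant glycosomal PGK reaction used 1,3-bisphosphoglycerate generated in-well by GAPDH (100nM final) in 100mM TEA pH 7.6, 5mM MgCl2, 0.01% Tween-20. After 60 minutes at room temperature, ATP was read by Kinase-Glo Plus luminescence end-point.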
Pol kappa inh = qHTS for Inhibitors of Polymerase Kappa; purified Pol kappa, fluorescent DNA synthesis assay, 10 min; Potency, µM (doses to about 107 µM), for inactives: at the top dose activity, negative = inhibition, actives largely listed as inhibitors; hit rate 0.53% among 400,000; AID 588579, 2011; further: potency means the concentration at half of the fitted maximal effect; on the % scale 0 is the no-effect control and ±100 the full control effect
Target sequence (Q9UBT6 whole entry, looked up): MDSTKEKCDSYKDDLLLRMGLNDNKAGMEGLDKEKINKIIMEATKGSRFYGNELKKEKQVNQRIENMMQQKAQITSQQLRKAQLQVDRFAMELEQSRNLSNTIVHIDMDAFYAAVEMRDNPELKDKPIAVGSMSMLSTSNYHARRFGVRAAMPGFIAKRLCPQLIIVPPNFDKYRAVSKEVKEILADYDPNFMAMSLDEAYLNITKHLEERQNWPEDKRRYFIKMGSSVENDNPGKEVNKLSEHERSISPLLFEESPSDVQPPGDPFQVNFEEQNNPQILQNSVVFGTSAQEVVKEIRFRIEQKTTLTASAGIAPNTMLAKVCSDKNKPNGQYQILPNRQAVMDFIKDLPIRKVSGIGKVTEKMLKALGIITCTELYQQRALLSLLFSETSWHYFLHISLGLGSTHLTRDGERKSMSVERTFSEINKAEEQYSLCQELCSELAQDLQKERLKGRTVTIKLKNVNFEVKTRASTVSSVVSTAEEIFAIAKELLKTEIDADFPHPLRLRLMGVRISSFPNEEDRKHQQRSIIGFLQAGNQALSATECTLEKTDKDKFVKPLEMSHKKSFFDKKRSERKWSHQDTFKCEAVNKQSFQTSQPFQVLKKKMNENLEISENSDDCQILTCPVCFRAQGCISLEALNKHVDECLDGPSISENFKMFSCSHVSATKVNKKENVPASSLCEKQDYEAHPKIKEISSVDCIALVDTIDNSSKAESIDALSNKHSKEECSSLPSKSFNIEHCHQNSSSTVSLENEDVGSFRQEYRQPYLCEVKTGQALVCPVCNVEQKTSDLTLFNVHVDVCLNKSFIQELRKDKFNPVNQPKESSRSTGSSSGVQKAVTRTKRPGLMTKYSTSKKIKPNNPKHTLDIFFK
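50 nM final substrate added after 15 min RT preincubation of 10 nM Pol kappa with compound; fluorescence read at 0 and 10 min.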
Pol eta inh = qHTS for Inhibitors of Polymerase Eta; recombinant Pol eta, fluorescent DNA replication assay; Potency, µM (top dose mostly 114 µM), for the others: top-dose activity change, negative = inhibition, most hits filed as inhibitors; hit rate 1.2% among 390,000; further: potency means the concentration at half of the fitted maximal effect; on the % scale 0 is the no-effect control and ±100 the full control effect
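Pol eta at 10 nM preincubated with compounds 15 min at room temperature; reaction started with fluorescent substrate (50 nM final) and read kinetically at 0 and 10 min.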
APE1 inh = qHTS Assay for Inhibitors of the Human Apurinic/apyrimidinic Endonuclease 1 (APE1). DNA repair nuclease/redox regulator APEX1 (Homo sapiens), P27695. recombinant APE1, TAMRA/BHQ-2 abasic DNA cleavage fluorescence. Potency, µM (highest dose often 65.8 µM), for the others: at the highest dose activity change, negative = inhibition, most hits filed as inhibitors. hit rate 0.35% among 350,000. AID 2517, 2012;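 further: potency means the concentration at half of the fitted maximal effect; plate controls were vehicle for no effect and reference inhibitor for full effect; nearly all actives have a fitted effect of over 55% in size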
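Activity was derived from the fluorescence gain between first and third kinetic reads (60 s intervals, ex 525/em 598 nm) after 50 nM THF-abasic TAMRA/BHQ-2 duplex was added to 0.75 nM APE1 preincubated 15 min with compound.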
BLM inh = qHTS Assay for Inhibitors of Bloom's syndrome helicase (BLM). RecQ-like DNA helicase BLM (Homo sapiens), P54132. recombinant BLM DNA unwinding, fluorescence dequenching. Potency, µM (titrated, usually from 56.1 µM), without a hit: at the top dose activity change, negative = inhibition, most hits filed as inhibitors. hit rate 0.2% among 350,000. AID 2528, 2010;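 further: potency means the concentration at half of the fitted maximal effect; plate controls were vehicle for no effect and no enzyme for full effect; nearly all actives have a fitted effect of over 35% in size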
Pol iota inh = qHTS for Inhibitors of Polymerase Iota. DNA polymerase iota (Homo sapiens), Q9UNA4. Potency, µM (titrated, usually from 115 µM), for the others: at the highest dose activity, negative = inhibition, usual class: inhibitors. Pol iota fluorescent replication assay, 10 min. hit rate 1% among 390,000; further: potency means the concentration at half of the fitted maximal effect
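Pol iota at 10 nM preincubated 15 min with compounds at room temperature; reaction started with fluorescent substrate, 50 nM final. Fluorescence read kinetically at 0 and 10 min; buffer-only wells as negative control.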
Starred values were filed as active, the others as inactive; i = inactive; ? = inconclusive; nt = not tested or not shown; & = joins results of further samples; [ ] = another dose, or the depositor's remark. Unless noted, the call rests on the fitted dose curve; in most records, active means well fitted curve in the direction sought with a large enough effect; inconclusive means small, poorly fitted or top-dose-only effect, or another doubt; inactive means no such curve, though single readings can be large; an effect the other way counts as inactive or inconclusive. These rows are one share of the data, so the mix of outcomes need not match the whole.

A first look:
Values in the order: POLB inh, RXFP1 antag, Apoferritin bind, Tb PGK inh, Pol kappa inh, Pol eta inh, APE1 inh, BLM inh, Pol iota inh
1) CC1CCN(C(=O)COC(=O)C2CCN(S(=O)(=O)c3c(Cl)cccc3Cl)CC2)CC1
  nt, -8, nt, 1%, -15%, -3%, -5%, nt, 8%
2) C/C(=C\C(=O)c1ccccc1)Nc1ccc2c(c1)OCO2
  -23%, -12, -16%, -7%, -14%, -11%, 5%, -11%, 21%

Main list, repeating the preview:
Values in the order: POLB inh, RXFP1 antag, Apoferritin bind, Tb PGK inh, Pol kappa inh, Pol eta inh, APE1 inh, BLM inh, Pol iota inh
1) CC1CCN(C(=O)COC(=O)C2CCN(S(=O)(=O)c3c(Cl)cccc3Cl)CC2)CC1
  nt, -8, nt, 1%, -15%, -3%, -5%, nt, 8%
2) C/C(=C\C(=O)c1ccccc1)Nc1ccc2c(c1)OCO2
  -23%, -12, -16%, -7%, -14%, -11%, 5%, -11%, 21%
3) CC1CCN(C(=O)CN2C(=O)C(=O)N(C)C2=O)c2ccccc2S1 (stereo not drawn)
  nt, -1, nt, 5%, -18%, 4%, 45%[activator], nt, 8%
4) COc1ccccc1/C=C1/C(=O)N(c2ccc([N+](=O)[O-])cc2)N=C1C
  ?, 5, -8%, -3%, -6%, 3%, 8%, -6%, ?
5) COc1ccc(CNC(=O)CSc2ncnc3ccccc23)cc1OC
  0%, -3, -6%, -3%, 9%, -5%, -4%, 3%, 16%
6) Cn1c(=O)oc2cc(S(=O)(=O)NCCC(=O)Nc3ccc(F)cc3F)ccc21
  21%, 5, -4%, -4%, 6%, -9%, nt, -3%, 44%[activator]
7) COc1ccc(-c2cn(Cc3ccc(C(=O)c4ccccc4)cc3)nn2)cc1
  8%, nt, -23%, -6%, -11%&-6%, -22%, 42%, -7%, -15%&-6%
8) CCCN(CC(=O)Nc1ccc(F)c(F)c1F)C(=O)Cc1ccc(S(=O)(=O)N2CCOCC2)s1
  nt, 0, nt, -3%, 2%, -14%, -4%, nt, -5%
9) Cn1c(N)c(C#N)c(C#N)c1-c1ccccc1
  0%, -2, -4%, -7%, -21%, -7%, 1%, -5%, 11%
10) Cc1c(N2C(=O)C(C)SC23C(=O)Nc2ccccc23)c(=O)n(-c2ccccc2)n1C (stereo not drawn)
  1%, 14, 9%, -1%, -1%, 3%, 9%, -7%, 14%
11) COc1ccc(-c2csc3ncnc(N4CCN(S(=O)(=O)c5ccc(C)cc5)CC4)c23)cc1
  nt, ?, nt, 1%, 6%, -24%, 9%, nt, 8%
12) Cc1ccc(OCC(=O)N(Cc2ccccc2)c2ccccn2)cc1
  18%, -3, -7%, i, 12%, -8%, 16%, -4%, 51%[activator]
13) O=C(CNC(=O)c1ccccc1)NCC(=O)OCc1ccccc1Cl
  1%, -8, -9%, 0%, 3%, -16%, -2%, 0%, 98%[activator]
14) O=C(COc1cccc(-n2cnnn2)c1)Nc1ccc([N+](=O)[O-])cc1
  -2%, -8, 0%, -1%, -16%, -10%, 24%, -6%, 19%
15) CCc1ccc(NC(=O)CSC2=Nc3ccccc3C3=NC(CC(=O)NCc4ccccc4)C(=O)N23)cc1 (stereo not drawn)
  -14%, 2, -13%, 3%, -5%[60.1 µM], -10%, nt, 0%, ?
16) CC[C@H](C)[C@H](NC(N)=O)C(=O)NNC(=O)c1ccc(COc2cccc3cccnc23)cc1
  26%, -21, -6%, -12%, -1%, -8%, 31%, -9%, 1%
17) COc1cc(C(=O)N=c2sc3c(C)ccc(OC)c3n2C)cc(OC)c1OC
  27%, 4, -7%, -2%, 6%, -10%, 1%, 0%, 30%[activator]
18) Cc1cccc(N2CCN(C(=O)CN3C(=O)NC4(CCCCCC4)C3=O)CC2)c1C
  nt, -19, nt, 7%, 2%, -21%, 11%, nt, 39%[activator]
19) COCCCNC(=O)C1CCC(Cn2c(=O)c3sccc3n(C)c2=O)CC1 (stereo not drawn)
  1%, -15, 3%, -10%, 1%, -22%, nt, 0%, 13%
20) CCOc1ccc(N2CC(c3nc4ccccc4n3Cc3cccc(C)c3)CC2=O)cc1 (stereo not drawn)
  -1%, -18, 39%[activator], -5%, -1%, -26%, nt, -12%, 7%
21) CN(C[C@@H](CC1CCCCC1)N(C[C@H](Cc1ccccc1)N(CCc1ccccc1)N=O)N=O)N=O
  -2%, nt, -23%, -2%, -19%, -15%, -5%, -10%, 24%
22) CCCCc1ccc(C2C3=C(CC(C)(C)CC3=O)NC3=C2C(=O)c2ccccc23)cc1 (stereo not drawn)
  -20%, nt, -16%, -1%, -11%, -10%, 4%, -6%, 6%
23) O=C1OC[C@@H]2CCCN2C(=O)[C@H](CC(=O)N(CCO)Cc2ccccc2)C/C=C\CC[C@H]1Cc1ccc(F)cc1
  nt, nt, nt, -2%, -6%, -11%, 9%, nt, 11%
24) O=C(Nc1ccc(F)cc1)c1cc2cc(Cl)ccc2[nH]1
  4%, -5, 12%, i, 9%, -7%, 11%, -1%, 11%
25) N#Cc1cccc(NC(=O)Cn2cnc(S(=O)(=O)N3CCOCC3)c2)c1
  32%, 4, 0%, -2%, 3%, 10%, 33%, 0%, 6%
26) COc1ccc(-c2noc(CNC(=O)c3ccco3)n2)cc1
  17%, 3, -10%, 4%, -10%, 11%, nt, -1%, -9%
27) CCCC(C)C(=O)Nc1ccc(NC(C)=O)cc1 (stereo not drawn)
  4%, -6, -24%, -1%, -2%, -13%, 18%, -5%, 4%
28) CCNC(=O)c1ccc2c(c1)sc1nc(-c3cccc(OC)c3)cn12
  6%, 6, 8%, -6%, -17%, 5%, nt, -4%, 11%
29) CCCCCCCCCC(=O)OCC(O)CO (stereo not drawn)
  -5%, nt, ?, i, -1%, -4%, 8%, -11%, 3%
30) Cc1ccccc1NC(=O)CCCSc1nc2ccccc2s1
  6%, -10, -13%, 2%, -10%, -24%, 12%, -11%, 7%

From entry 24 up to 30, as listed above:
Values in the order: POLB inh, RXFP1 antag, Apoferritin bind, Tb PGK inh, Pol kappa inh, Pol eta inh, APE1 inh, BLM inh, Pol iota inh
24) O=C(Nc1ccc(F)cc1)c1cc2cc(Cl)ccc2[nH]1
  4%, -5, 12%, i, 9%, -7%, 11%, -1%, 11%
25) N#Cc1cccc(NC(=O)Cn2cnc(S(=O)(=O)N3CCOCC3)c2)c1
  32%, 4, 0%, -2%, 3%, 10%, 33%, 0%, 6%
26) COc1ccc(-c2noc(CNC(=O)c3ccco3)n2)cc1
  17%, 3, -10%, 4%, -10%, 11%, nt, -1%, -9%
27) CCCC(C)C(=O)Nc1ccc(NC(C)=O)cc1 (stereo not drawn)
  4%, -6, -24%, -1%, -2%, -13%, 18%, -5%, 4%
28) CCNC(=O)c1ccc2c(c1)sc1nc(-c3cccc(OC)c3)cn12
  6%, 6, 8%, -6%, -17%, 5%, nt, -4%, 11%
29) CCCCCCCCCC(=O)OCC(O)CO (stereo not drawn)
  -5%, nt, ?, i, -1%, -4%, 8%, -11%, 3%
30) Cc1ccccc1NC(=O)CCCSc1nc2ccccc2s1
  6%, -10, -13%, 2%, -10%, -24%, 12%, -11%, 7%

The list continues:
Values in the order: POLB inh, RXFP1 antag, Apoferritin bind, Tb PGK inh, Pol kappa inh, Pol eta inh, APE1 inh, BLM inh, Pol iota inh
31) Cc1nc([N+](=O)[O-])cn1CC(O)c1ccc(-c2ccccc2)cc1 (stereo not drawn)
  0%, 4, -14%, -2%, -9%, -19%, -14%, -3%, 37%[activator]
32) CCn1c(N)c(C(=O)NC2CCCCC2)sc1=S
  6%, 5, -1%, -7%, -11%, 1%, 0%, -9%, 5%
33) O=C(N/N=C/c1ccc[nH]1)c1c[nH]c2ccccc12
  13%, 9, -14%, 5%, -28%, -7%, 7%, -2%, 31%[activator]
34) Cc1ccc(C)n1-c1ncc(Br)cn1
  11%, 2, -3%, -7%, -7%, -14%, 6%, -6%, 64%[activator]
35) COc1ccc(-n2c(CN3CCN(c4ccc(F)cc4)CC3)nc3ccc([N+](=O)[O-])cc3c2=O)c(OC)c1
  2%, -8, -2%, -1%, -7%, -10%, -11%, -4%, -11%
36) Cc1nnc(NC(=O)c2ccco2)s1
  2%, 7, -6%, i, -16%, -9%, 0%, -2%, ?
37) COc1cccc(NC(=O)CCc2c(C)nn(-c3ccc(N4CCOCC4)nn3)c2C)c1
  -1%, 1, 4%, i, -22%, -5%, 50%, 2%, 36%[activator]
38) O=C(CSc1n[nH]c(=O)[nH]c1=O)NCC1CCCCC1
  9%, 1, 0%, -14%, 10%, -10%, 0%, 0%, -12%
39) O=C(O)C1Nc2c(cccc2C(F)(F)F)C2C=CCC12 (stereo not drawn)
  ?, nt, -14%, nt, nt, nt, 17µM*, -7%, nt
40) Clc1ccccc1C1CC(c2ccccc2)=Nc2ccccc2N1 (stereo not drawn)
  42%, -39, -4%, -7%, -8%, -23%, ?, -8%, 31%[activator]
41) Cc1ccc(OCc2cc(=O)n3cc(C)sc3n2)c(C)c1
  27%, nt, 7%, 0%, 2%, 2%, nt, -1%, 33%[activator]
42) CCOC(=O)COc1ccccc1/C=N\NC(=O)c1cc2c(ccc3ccccc32)o1
  33%, -8, -6%, -2%, -15%, 7%, 17%, -3%, -27%
43) CCC1([N+](=O)[O-])COC(c2ccc(C)cc2)OC1 (stereo not drawn)
  nt, -28, nt, -3%, 6%, -11%, nt, nt, -15%

Assay outcomes as filed in PubChem BioAssay.
